APE1 inh: qHTS Assay for Inhibitors of the Human Apurinic/apyrimidinic Endonuclease 1 (APE1); recombinant APE1, TAMRA/BHQ-2 abasic DNA cleavage fluorescence; Potency, µM (highest dose often 65.8 µM), without a hit: at the top dose activity change, negative = inhibition, hits mostly inhibitors; hit rate 0.35% among 350,000;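 note: plate controls were vehicle for no effect and reference inhibitor for full effect; nearly all actives have a fitted effect of over 55% in size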
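Endonuclease cleavage of a quenched abasic-site DNA duplex (50 nM) by APE1 (0.75 nM) was tracked by TAMRA dequenching. Compounds were preincubated with enzyme 15 min at room temperature; data normalized to buffer-only and DMSO wells plus NSC13755 control.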
POLB inh: qHTS Assay for Inhibitors of DNA Polymerase Beta | P06746 | Pol beta primer extension/strand displacement, fluorescence kinetic | Potency, µM (series often up to 114 µM), for inactives: at the top dose activity change, negative = inhibition, usual class: inhibitors | hit rate 1.3% among 340,000 | AID 485314, 2010; note: % is set by controls: 0 for no effect and ±100 for the full control effect
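Pol beta (10 nM) was preincubated with compound for 15 min at room temperature. The reaction was then started with 50 nM substrate and read immediately and after a further 10 min at room temperature.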
Pol eta inh: qHTS for Inhibitors of Polymerase Eta. Potency, µM (top dose mostly 114 µM), for the others: top-dose activity change, negative = inhibition, actives largely listed as inhibitors. hit rate 1.2% among 390,000. recombinant Pol eta, fluorescent DNA replication assay; note: % is set by controls: 0 for no effect and ±100 for the full control effect
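Fluorescent replication assay: 50 nM final substrate added after a 15 min room-temperature compound preincubation with 10 nM enzyme. Signal taken at 0 min and again at 10 min.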
BAZ2B inh: qHTS Assay for Inhibitors of BAZ2B; Bromodomain adjacent to zinc finger domain protein 2B (Homo sapiens), Q9UIF8; AlphaScreen BAZ2B-H3K14Ac peptide displacement; Potency, µM (series often up to 114 µM), without a hit: at the top dose activity change, negative = inhibition, most hits filed as inhibitors; hit rate 4.4% among 360,000; AID 504333, 2011; note: % is set by controls: 0 for no effect and ±100 for the full control effect; nearly all actives have a fitted effect of over 60% in size
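BAZ2B 50 nM plus b-H3(5-23)K14Ac 50 nM, PBS pH 7.4/0.01% Tween-20, 30 min RT; compound added (max 110 uM), 30 min RT; streptavidin donor/Ni-chelate acceptor beads 10 ug/mL final, 20 min dark; AlphaScreen read.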
Pol kappa inh: qHTS for Inhibitors of Polymerase Kappa | DNA polymerase kappa (Homo sapiens), Q9UBT6 | purified Pol kappa, fluorescent DNA synthesis assay, 10 min | Potency, µM (series often up to 107 µM), for the others: top-dose activity, negative = inhibition, hits mostly inhibitors | hit rate 0.53% among 400,000 | AID 588579, 2011; note: % is set by controls: 0 for no effect and ±100 for the full control effect
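Readout: fluorescence, taken kinetically at 0 and 10 min. Conditions: 10 nM Pol kappa, 15 min RT compound preincubation, 50 nM substrate final. Controls: enzyme-free buffer wells.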
Pol iota inh: qHTS for Inhibitors of Polymerase Iota; DNA polymerase iota (Homo sapiens), Q9UNA4; Pol iota fluorescent replication assay, 10 min; Potency, µM (highest dose often 115 µM), for the others: top-dose activity, negative = inhibition, hits mostly inhibitors; hit rate 1% among 390,000; AID 588590, 2011
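Pol iota at 10 nM preincubated 15 min with compounds at room temperature; reaction started with fluorescent substrate, 50 nM final. Fluorescence read kinetically at 0 and 10 min; buffer-only wells as negative control.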
G9a block: qHTS Assay for Inhibitors of Histone Lysine Methyltransferase G9a; G9a H3K9 monomethylation, AlphaScreen, 2 h; Potency, µM (titrated, usually from 102 µM), without a hit: at the top dose activity, negative = inhibition, hits mostly inhibitors; hit rate 8.8% among 350,000; note: % is set by controls: 0 for no effect and ±100 for the full control effect; nearly all actives have a fitted effect of over 75% in size
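Quantitative HTS format: methyltransferase activity on a biotin-tagged H3K9 peptide is measured by AlphaScreen, using a rabbit anti-monomethyl-H3K9 antibody with streptavidin donor and anti-IgG acceptor beads. Final levels are 20 nM enzyme, 500 nM peptide, 20 uM SAM; 2 h RT.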
BLM helicase inh: qHTS Assay for Inhibitors of Bloom's syndrome helicase (BLM) | recombinant BLM DNA unwinding, fluorescence dequenching | Potency, µM (titrated, usually from 56.1 µM), for inactives: top-dose activity change, negative = inhibition, actives largely listed as inhibitors | hit rate 0.2% among 350,000;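 note: plate controls were vehicle for no effect and no enzyme for full effect; nearly all actives have a fitted effect of over 35% in size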
JMJD2A Tudor: qHTS Assay for Inhibitors of JMJD2A-Tudor Domain | AlphaScreen JMJD2A-Tudor / H3K4me3 peptide binding | Potency, µM (titrated, usually from 114 µM), without a hit: at the top dose activity change, negative = inhibition, usual class: inhibitors | AID 504339, 2011 | hit rate 4.4% among 390,000; note: % is set by controls: 0 for no effect and ±100 for the full control effect; nearly all actives have a fitted effect of over 50% in size
* hit, by the source's call; ? = inconclusive; nt = not tested or not shown; & = joins results of further samples; [ ] = dose if it differs, or a comment. Calls come from the whole dose curve; as a rule, active = well fitted curve in the direction sought with a large enough effect; inconclusive = small, poorly fitted or top-dose-only effect, or another doubt; inactive = no such curve, though single readings can be large; an effect the other way counts as inactive or inconclusive. Potency is the fitted concentration of half-maximal effect. These rows are one share of the data, so the mix of outcomes need not match the whole.

SMILES	APE1 inh	POLB inh	Pol eta inh	BAZ2B inh	Pol kappa inh	Pol iota inh	G9a block	BLM helicase inh	JMJD2A Tudor
Cc1nc(-c2ccc(S(=O)(=O)Nc3ccc(Br)cc3F)cc2)co1	10%	-2%	-22%	-33%[57.1 µM]	5%	35%[activator]	-22%	0%	-21%
CCCCS(=O)(=O)/C=C\C1C2C=CC(C2)C1S(=O)(=O)CCCC (stereo unspecified)	-1%	-20%	-6%	2%	-10%	5%	16%	2%	-14%
CCN(CCNC(=O)C1CCN(Cc2nc(-c3ccc(Cl)cc3)oc2C)CC1)c1ccccc1	-7%	7%	-15%	14µM*	-5%	19%	?	-9%	50µM*
COC(=O)c1cnc(N2CCCN(S(=O)(=O)c3ccc(C(F)(F)F)cc3)CC2)nc1C(F)(F)F	5%	19%	?	-1%	-1%	21%	13%	-4%	5%
Cc1nc2ccccc2c(=O)n1/N=C/c1c(O)ccc2oc3c(c12)CCCC3	24%	4%	-8%	8%	1%	89µM*	4%[2.33 µM]	-14%	?
CCOc1ccc(C(=O)NCc2ccccc2)cc1Br	18%	17%	-20%	7%	-6%	11%	15%[59 µM]	5%	3%
CC1=NN(c2ccccc2)C(=O)C1/C=C1\NC(=S)NC1=O (stereo unspecified)	5%	-5%	3.2µM*	?	25µM*	?	?	0%	56µM*
O=C(O)c1cccc(Cn2c(Cl)c(/C=N/NC(=O)c3cc4ccccc4cc3O)sc2=O)c1	?	11µM*	6.3µM*	25µM*	32µM*	8.9µM*	10µM*	8.9µM*	79µM*
CN1C(=O)c2ccccc2Sc2ccc(NC(=O)N3CCN(c4ccc(F)cc4)CC3)cc21	nt	4%	5%	-26%	-19%	-19%	-31%[59 µM]	-6%	-25%
CCC(C(=O)OCC(=O)Nc1cc(Cl)cc(Cl)c1)c1ccccc1 (stereo unspecified)	?	26%	-21%	34%	-10%[60.1 µM]	-2%	99%[activator][59 µM]	-10%	46%[activator]
C=CCN(c1ccccc1)S(=O)(=O)c1cc(C(=O)NC2=NCCS2)ccc1Cl	10%	21%	-9%	-5%	-13%	4%	4%	-10%	-30%
COc1ccc(N(C(C)C(=O)NC2CCCCCC2)S(C)(=O)=O)cc1 (stereo unspecified)	5%	-1%	8%	0%	-6%	20%	-20%[12.7 µM]	-2%	-3%[57.1 µM]
C[C@H]1COC(=O)[C@@H](Cc2ccc(F)cc2)C/C=C\C[C@H](CC(=O)N(CCO)Cc2ccccc2)C(=O)N1	-41%	nt	-7%	nt	2%	17%	nt	nt	-4%
COc1ccc2c(CNC3CCC(C)CC3)c(C(=O)O)n(Cc3ccc(F)cc3)c2c1 (stereo unspecified)	nt	-2%	-15%	-10%	-7%	8%	-9%[59 µM]	-1%	-7%
Cc1cccc(NC(=O)Cn2c(=O)n(CCc3ccccc3)c(=O)c3sc4ccccc4c32)c1	nt	14%	-15%	-39%	-3%	16%	36%[59 µM]	4%	-3%
CCOc1ccccc1N1CCN(C(=O)c2ccc3[nH]c4c(c3c2)CCCC4)CC1	-3%	-9%	?	40µM*	-19%	-9%	40µM*	-9%	45µM*
COc1ccc(C(=O)N2CCC3(CCN(Cc4ccccc4OC)CC3)CC2)cc1	0%	nt	nt	nt	7%[60.1 µM]	nt	-2%[12.7 µM]	1%	nt
Cc1ccc2sc(N3CCN(CCNC(=O)c4ccco4)CC3)nc2c1C	-8%	nt	?	?	-7%	12%	45µM*	nt	?
CCOC(=O)c1ccccc1NC(=O)COC(=O)c1c(CC)noc1C	-2%	nt	2%	49%[activator]	-11%	85%[activator]	18%	nt	76%[activator]
COc1ccc(N2CCN(C(=O)CSc3nnnn3C3CC3)CC2)cc1	-8%	nt	-7%	3%	10%	26%	?	nt	-7%
CC1CCN(CC(C)OC(=O)c2ccco2)CC1 (stereo unspecified)	59%	9%	-11%	4%	-7%	34%[activator]	?	-4%	-15%
O=C(NCC1CCCO1)C(=O)c1c[nH]c2ccccc12 (stereo unspecified)	-3%	17%	5%	nt	-15%	?	-37%	1%	-9%
CC1(c2ccc3ccccc3c2)NC(=O)N(CC(=O)NCc2cccs2)C1=O (stereo unspecified)	-5%	26%	-17%	-15%	6%	24%	?	-8%	-5%
O=C(O)Cn1cnc2sc3c(c2c1=O)CCCC3	5%	23%	3%	-20%	0%	23%	-3%	-6%	-20%[57.1 µM]
S=C(Nc1ccc(Cl)cc1)c1sc(N2CCCCC2)nc1N1CCOCC1	2%	26%	-7%	?	-12%	20%	?	-8%	?

Later entries.
SMILES	APE1 inh	POLB inh	Pol eta inh	BAZ2B inh	Pol kappa inh	Pol iota inh	G9a block	BLM helicase inh	JMJD2A Tudor
C=CCNC(=S)NNC(=O)c1ccc(OCCCC)cc1	1%	-23%	2%	3%	-19%	5%	5%[59 µM]	4%	-11%
CCn1c(CNC(=O)c2ccc3c(c2)OCO3)nnc1SCC(=O)Nc1cc(C)ccc1OC	-2%	1%	-20%	-19%	-7%	17%	0%[59 µM]	-4%	-15%
Cc1ccc(-n2ncc3c(SCc4cccnc4)ncnc32)c(C)c1	1%	1%	-9%	-8%	0%	78%[activator]	-4%	-2%	-4%
CCOCCn1c(=NC(=O)c2cc3ccccc3oc2=O)sc2cc(S(N)(=O)=O)ccc21	1%	6%	3%	9%	-25%	7%	-13%[59 µM]	-6%	-10%
O=C(CSc1nc(-c2ccccc2F)nc2cc(=O)[nH]n12)Nc1cccc(C(F)(F)F)c1	nt	?	-24%	?	-16%	?	-29%[59 µM]	-2%	?
COCCNC(=S)Nc1ccc2nc(N3CCN(C)CC3)cc(C)c2c1	54%[activator]	4%	-8%	-17%	-7%	0%	?	-1%	-23%
COC(=O)c1cc(NC(=O)CN(c2ccccc2OC)S(=O)(=O)c2ccccc2)ccc1Cl	5%	2%	-17%	5%	-14%	-1%	?	-10%	-5%
Cn1nc([N+](=O)[O-])nc1N1CCOCC1	7%	-4%	1%	1%	0%	15%	5%	2%	1%
Cc1cc(NC(=O)c2ccc(C#N)cc2)on1	-4%	-11%	3%	-20%	-1%	-26%	-27%	-1%	-10%
CCCN=C1N(C)C[C@@H]2[C@@H]3C(=O)N(C)C(=O)[C@@H]3[C@](C)(C(=O)OC)N12	5%	nt	-15%	nt	-4%	2%	nt	nt	-5%
CCOC(=O)CNc1nc(Cl)nc(Nc2ccccc2)n1	11%	-13%	-14%	0%	3%	58%[activator]	-16%	-2%	-35%
Cc1cc(C)c2[nH]c(O)c(N=NC(=S)NCC3CCCO3)c2c1 (stereo unspecified)	5%	13%	-6%	-5%	-21%	2%	12%	0%	-21%
O=C(O)c1ccc(NC(=O)c2cc3ccccc3o2)cc1	1%	2%&1%	-4%&9%	-4%&1%	-1%&3%	24%&-1%	-45%[59 µM]	-1%&-1%	-3%&-21%
Cc1nccn1CC(O)COc1ccc([N+](=O)[O-])cc1 (stereo unspecified)	-13%	19%	12%	9%	-5%	-8%	13%	-2%	-8%
CN(C)CCCCSC(=N)N	-9%&3%&-3%	-11%[57.1 µM]	1%[57.1 µM]	nt	-1%&-3%[19.4 µM]	-12%[58.9 µM]	-35%[12.7 µM]	12%	nt
O=C(CNC(=S)N(CCCN1CCOCC1)Cc1cccs1)NCc1ccccc1Cl	37%	-1%	-6%	-18%	16%	39%[activator]	71µM*	2%	-16%
Cc1ccc(S(=O)(=O)N(C)CCCC(=O)n2nc(C)cc2C)cc1	0%	8%	-11%	1%	-6%	35%[activator]	6%[12.7 µM]	-8%	3%
CCOC(=O)N1CCC(NC(=O)c2cc(-c3ccc(OC)cc3)nc3ccccc23)CC1	-7%	6%	-11%	3%	3%	-22%	16%	-1%	-4%
Cn1c(=O)[nH]c(=O)c2c1nc(Br)n2CCOc1ccccc1	15%	33%	0%	1%	-20%	26%	2%[12.7 µM]	1%	-18%
Fc1ccc(-n2c(-c3ccc4ccccc4n3)n[nH]c2=S)cc1	4%	0%	-12%	-9%	-20%	8%	0%	-5%	-32%
O=C(NCC(c1cccnc1)N1CCN(c2ccccc2)CC1)c1ccc2c(c1)OCO2 (stereo unspecified)	-1%	5%	-17%	0%	-10%	-1%	6%[12.7 µM]	-4%	0%
CCN1CCN(c2ccc(S(=O)(=O)N3CCOCC3)cc2NC(=O)CCOc2ccccc2)CC1	17%	18%	-2%	0%	-3%	31%[activator]	70%[activator]	1%	-17%
CCCCNc1c(-c2ccc(OC)c(SC3CCCCC3)c2)nc2ccc(C)cn12	22%	nt	-27%	nt	-17%	-15%	nt	nt	?
CC1(C)CC(=O)c2cnc(NCc3ccco3)nc2C1	-6%	9%	-6%	3%	-7%	-7%	19%[12.7 µM]	0%	-35%
CSCCC(NC(=O)c1ccccc1)C(=O)NCCCSc1ccccc1 (stereo unspecified)	23%	nt	-4%	-35%	2%	-1%	-3%[12.7 µM]	nt	-3%
CCC(CC)NC(=O)c1nn(Cc2ccccc2)c(=O)c2ccccc12	-1%	27%	-6%	13%	3%	30%	13%	-1%	3%
CCC(c1nc2ccccc2c(=O)n1-c1cccnc1)N1C(=O)c2ccccc2C1=O (stereo unspecified)	6%	28%	-5%	2%	-7%	6%	-2%[59 µM]	0%	-11%

Retrieved by structure from the list above (five):
SMILES	APE1 inh	POLB inh	Pol eta inh	BAZ2B inh	Pol kappa inh	Pol iota inh	G9a block	BLM helicase inh	JMJD2A Tudor
O=C(NCC(c1cccnc1)N1CCN(c2ccccc2)CC1)c1ccc2c(c1)OCO2 (stereo unspecified)	-1%	5%	-17%	0%	-10%	-1%	6%[12.7 µM]	-4%	0%
Cc1cc(C)c2[nH]c(O)c(N=NC(=S)NCC3CCCO3)c2c1 (stereo unspecified)	5%	13%	-6%	-5%	-21%	2%	12%	0%	-21%
Cc1nc2ccccc2c(=O)n1/N=C/c1c(O)ccc2oc3c(c12)CCCC3	24%	4%	-8%	8%	1%	89µM*	4%[2.33 µM]	-14%	?
CCN1CCN(c2ccc(S(=O)(=O)N3CCOCC3)cc2NC(=O)CCOc2ccccc2)CC1	17%	18%	-2%	0%	-3%	31%[activator]	70%[activator]	1%	-17%
CCN(CCNC(=O)C1CCN(Cc2nc(-c3ccc(Cl)cc3)oc2C)CC1)c1ccccc1	-7%	7%	-15%	14µM*	-5%	19%	?	-9%	50µM*
